S3 lipid droplet – qHTS Assay for Lipid Storage Modulators in Drosophila S3 Cells; Drosophila S3 cells, BODIPY lipid droplet fluorescence, 18-24 h; cells fed with added oleic acid; Potency in µM for hits, for the others lipid storage change, negative = inhibition, % at the top dose, mostly 46.1 µM; 320,000 compounds, 0.64% hits; active = well fitted inhibition curve with a large enough effect in the signal ratio, with a control signal flat, not every such curve was filed as active; inconclusive = small, poorly fitted or top-dose-only effect, or effect the other way, or a change in a side signal; the % refers to the signal ratio
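Drosophila S3 cells got compounds at several concentrations plus oleic acid (400 uM solution). Laser-scanning cytometry with 488 nm excitation read lipid droplets at 500-530 nm and cells at 575-640 nm. Percent activity was relative to 20 uM Triacsin C.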
S3 lipid droplet cell count max – recorded beside S3 lipid droplet, whose call it bears; cell number change, %; measured here: cell count max response;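 cells counted by Cell Tracker Red CMTPX staining in the red channel; peak over a dose series mostly up to 46.1 µM; percent activity relative to internal control wells on each plate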
Active calls of the source: *; i = inactive; ? = inconclusive; · = no result given; [ ] = remark or other dose. % is scaled to controls: 0 for no effect and ±100 for the full control effect; potency is read from the fitted curve at half-maximal effect.

SMILES	S3 lipid droplet	S3 lipid droplet cell count max
COc1ccc(NC(=O)CSc2nc(NS(=O)(=O)c3ccc(C)cc3)cc(=O)[nH]2)cc1	-27.2%	·
O=C(Nc1cccc(F)c1)c1cccnc1N1CCOCC1	11.7%	-0.8
Cn1cccc1C(=O)c1cccc([N+](=O)[O-])c1	?	·
CCOc1cc(NC(=S)Nc2ccccc2)c(OCC)cc1NC(=O)c1ccccc1	?	·
Cn1cc(S(=O)(=O)Nc2ccc(Br)cc2F)c(=O)n(C)c1=O	?	·
O=C(Cn1c(O)c(N=NC(=O)c2ccncc2)c2ccccc21)Nc1ccccc1	1.5%	12.0
NC1=NC2(CCCC2)n2c(nc3ccccc32)N1	?	·
Cc1ccccc1N1CC(c2nc3ccccc3[nH]2)CC1=O (stereo not given)	?	·
Cc1ccc(NC(=O)NCCN2C(=O)C3C4C=CC(C4)C3C2=O)cc1 (stereo not given)	0.6%	0.4
COC1=C(OC)C(=O)C(CCCCCCCCCCO)=C(C)C1=O	?	·
CC(=O)OC(C(=O)Nc1nccs1)c1ccccc1 (stereo not given)	?	·
Cc1cc(SCc2c(F)cccc2Cl)nc(=O)[nH]1	i	25.5
NC(=O)c1ccc(SCC(=O)OCC(=O)NCc2ccco2)c([N+](=O)[O-])c1	?	·
CCN(Cc1ccccc1)C(c1cc2cc(C)ccc2[nH]c1=O)c1nnnn1CCOC (stereo not given)	?	·
COC(=O)c1c(C(=O)OC)c(-c2ccc(Cl)c(Cl)c2)n2c1CCC2	?	·
COc1ccc(S(=O)(=O)N2CCC(C(=O)OCC(=O)c3ccccc3)CC2)cc1[N+](=O)[O-]	10.6%	9.6
COc1ccc(NC(=O)CN2CCN(c3ccccn3)CC2)cc1Cl	?	·
CC1(C(=O)N/N=C/c2ccc3c(c2)OCO3)CC1(Br)Br (stereo not given)	-10.6%	·
O=C(Cn1nc(C(=O)O)c2ccccc2c1=O)Nc1ccc(F)cc1	?	·
N=c1ccn(CC(=O)c2ccc(-c3ccccc3)cc2)cc1	-20.3%	·
CCN(CC(=O)Nc1ccc(NC(C)=O)cc1)C(=O)CSC(=S)N1CCCC1	?	·
Cc1ccc(NC(=O)Cc2nnc(SCC(=O)Nc3nncs3)n2C)c(C)c1	?	·
CCOC(=O)CNc1nnc(SCC(=O)OCC)[nH]c1=O	?	·
CC(C(=O)NCC1CCCCC1)N1CCN(S(=O)(=O)c2ccccc2F)CC1 (stereo not given)	?	·
Cc1cc(C)c(C(=O)C(C)OC(=O)C2=COCCO2)cc1C (stereo not given)	?	·

Grouped by structure, the entries above with two or more sulfur atoms (3)
SMILES	S3 lipid droplet	S3 lipid droplet cell count max
COc1ccc(NC(=O)CSc2nc(NS(=O)(=O)c3ccc(C)cc3)cc(=O)[nH]2)cc1	-27.2%	·
CCN(CC(=O)Nc1ccc(NC(C)=O)cc1)C(=O)CSC(=S)N1CCCC1	?	·
Cc1ccc(NC(=O)Cc2nnc(SCC(=O)Nc3nncs3)n2C)c(C)c1	?	·

(more compounds)
SMILES	S3 lipid droplet	S3 lipid droplet cell count max
COc1ccc2[nH]c3c(=O)n(CCCCCC(=O)NCCC(C)C)c(=S)[nH]c3c2c1	7.7%	-2.1
O=C1NC(c2ccccc2)Oc2ccccc21 (stereo not given)	?	·
O=C(NCC1CCCO1)C(=O)NCC(c1ccco1)N1CCN(c2ccccc2)CC1 (stereo not given)	17.8%	10.7
Cc1ccc(-c2nn[nH]n2)o1	?	·
Cc1ccccc1CN1CCN(CC(=O)NCc2ccccc2)C1=O	i	·
O=C(COc1ccc(Cl)cc1)NNC(=O)c1ccc2c(=O)n3c(nc2c1)CCC3	-14.3%[0.0737 µM]	23.6
CC(C)CN(CCNC(=O)CC1Oc2ccccc2NC1=O)CC(C)C (stereo not given)	3.9%	-11.4
CCCC(=O)Nc1cc(C(=O)O)ccc1S(=O)(=O)c1ccc(C)cc1	?	·
CC(C)OC(=O)[C@H]1[C@H](c2ccc(Cl)cc2)[C@@](C#N)(C(N)=O)[C@@H]2C=CC(C(N)=O)=CN21	?	·
COc1ccccc1/C=N/NC(=O)C(=O)Nc1ccccc1OC(F)(F)C(F)F	7.0%	-2.4
O=C(N/N=C/c1ccc[nH]1)c1cc(-c2cccs2)nc2ccccc12	?	·
O=C(OCc1c(F)cccc1Cl)c1cccc(S(=O)(=O)N2CCOCC2)c1	?	·
COc1ccc(C2Nc3ccccc3C(=O)N2O)cc1OC (stereo not given)	0.6%	21.0
CCCOc1ccc(N2CC(C(=O)Nc3ccccc3OC)CC2=O)cc1 (stereo not given)	22.3%	1.7
C/C(=N/Nc1ccccc1C(=O)O)c1cccs1	?	·
CCOC(=O)C1(CC2CCCCO2)CCN(Cc2ccc(OC)cc2F)CC1 (stereo not given)	-10.2%	-5.7
O=C(CSc1nnc(-c2ccccc2Cl)o1)Nc1ccc2c(c1)OCCO2	6.3%	4.6
CCCC(C)NC(=O)C1CCN(S(=O)(=O)c2ccccc2)CC1 (stereo not given)	?	·
CCOc1cc(N2CCOCC2)c(OCC)cc1NC(=O)Cc1ccccc1	10.8%	-0.4
C=CCn1c(CSc2nc3ccccc3s2)nnc1SCC(=O)NCc1ccccc1	?	·
COc1ccc(CNc2ccc3cn[nH]c3c2)c(OC)c1OC	?	·
CC(=O)NCc1ccc(S(=O)(=O)NC2CCN(Cc3ccccc3)CC2)cc1	12.3%	-1.1
O=C(NCc1ccco1)C1CCCN1C(=O)Nc1cccc(Cl)c1 (stereo not given)	10.9%	3.2
O=S1(=O)NC(=NCc2ccccc2)c2ccccc21	-0.2%	-1.5
CC(NC(=O)N(Cc1ccccc1)Cc1ccc2c(c1)OCO2)(C(F)(F)F)C(F)(F)F	-9.3%	-11.4

Profiles as entered above. Order of values: S3 lipid droplet | S3 lipid droplet cell count max
O=C1NC(c2ccccc2)Oc2ccccc21 (stereo not given) as listed: ? | ·
C=CCn1c(CSc2nc3ccccc3s2)nnc1SCC(=O)NCc1ccccc1 as listed: ? | ·
CC(=O)NCc1ccc(S(=O)(=O)NC2CCN(Cc3ccccc3)CC2)cc1 as listed: 12.3% | -1.1
O=C(NCC1CCCO1)C(=O)NCC(c1ccco1)N1CCN(c2ccccc2)CC1 (stereo not given) as listed: 17.8% | 10.7

Additional records:
SMILES	S3 lipid droplet	S3 lipid droplet cell count max
CC1Cc2nc(SCC(=O)NCc3ccco3)n(-c3ccccc3)c(=O)c2S1 (stereo not given)	?	·
Cc1cc2sc(C(=O)O)c(C)c2s1	-0.4%	-8.1
COc1ccc(/C=N/n2cc(-c3ccccc3)nc2N)cc1	?	·
c1ccc2[nH]c(SCC3CCCCO3)nc2c1 (stereo not given)	?	·
CCn1nc(C)c(CN2CCc3c([nH]c4ccccc34)C2c2ccc(F)c(OC)c2)c1C (stereo not given)	?	·
Cc1ccc(S(=O)(=O)Nc2cccnc2)c(C)c1C	1.1%	-12.2
CC(C(=O)NCC1CCCO1)N(C(=O)c1snc(C(N)=O)c1N)c1cccc(F)c1 (stereo not given)	5.4%	-5.2
Cn1c(=O)c2c(nc3n2CCCN3CCc2ccccc2)n(C)c1=O	?	·
Cc1oc(-c2ccc(Cl)cc2)nc1CSCC(=O)NC1CCN(Cc2ccccc2)CC1	?	·
COc1ccc2[nH]c(C(=O)N3CCN(C)CC3)c(C)c2c1	?	·
COC(=O)c1cc(S(=O)(=O)NCCN2CCN(c3ccccc3F)CC2)c[nH]1	14.5%	-19.9
O=C(N/C(=C/c1cccs1)C(=O)N1CCOCC1)c1ccco1	-2.0%	14.2
O=C1c2ccccc2C(Nc2ccc(F)c(Cl)c2)N1c1ccccn1 (stereo not given)	-6.8%	-4.7
Cc1csc(SCC(=O)Nc2sccc2C#N)n1	6.1%	9.7
Cc1cc(C)n2nc(C(=O)OCC(=O)Nc3ccc(C)c(S(=O)(=O)N(C)C)c3)nc2n1	9.0%	5.4
O=C(Oc1ccccc1C(=O)N1CCOCC1)c1ccccc1	?	·
COc1ccc(C(=O)Nc2nc3cc4c(cc3s2)OCO4)c(OC)c1	29.1%	·
O=C(N/N=C/c1sc2ccccc2c1O)c1ccccc1	?	·
CC(=O)c1cccc(NS(=O)(=O)N2CCCCC2)c1	?	·
Cc1sc2ncn(CC(=O)NCCN(C)C)c(=O)c2c1S(=O)(=O)N1CCC(C)CC1	-7.3%	18.0
Nn1c(Nc2ccccc2)nc2ccccc21	26.1%	5.3
Cc1cccc2nc(COc3ccc(Cl)c4cccnc34)cn12	?	·
Cc1ncc([N+](=O)[O-])n1CCOC(=O)c1ccc(Br)cc1	-1.0%	1.2
CC(C)(C)c1ccc(C(=O)Nc2ccc(S(N)(=O)=O)cc2)cc1	?	·
O=C(CCSc1ccc(Cl)cc1)NC1CCCC1	13.4%	-13.0
Other results.
SMILES	S3 lipid droplet	S3 lipid droplet cell count max
CCn1c(C)nc2cc(C(=O)N/N=C/c3ccccc3)ccc21	?	·
CC1CCCN(C(=O)CCS(=O)(=O)c2ccc3c(c2)n(C)c(=O)c(=O)n3C)C1 (stereo not given)	i	-4.0
COc1ccc(Br)cc1S(=O)(=O)NCc1ccccc1	-1.2%	-2.6
CCN(c1ccccc1)S(=O)(=O)c1ccc(OC)c(NC(=O)Cc2ccc(F)cc2)c1	?	·
O=C(O)c1cccc(Nc2nc(-c3ccc([N+](=O)[O-])cc3)nc3ccccc23)c1	-6.9%	7.6
CCCCN(CCCC)C(=O)c1ccccc1NC(=O)CN1C(=O)c2ccccc2C1=O	?	·
CCC(=O)N(CCc1ccc(S(N)(=O)=O)cc1)C1CC(=O)N(c2ccc(OC)cc2)C1=O (stereo not given)	-0.9%	4.3
O/N=C\c1cccn1-c1nccs1	?	·
COc1ccc(CNC(=O)CNC(=O)c2ccc(C(C)(C)C)cc2)cc1OC	?	·
O=C(O)c1nsc(Cl)c1Cl	-9.3%	-7.3
CC(=O)c1ccc(OCc2cc(C(=O)N(C)CCOc3ccc(C)cc3)no2)cc1	?	·
COc1ccc(-c2c[n+]3c4n2CCCCC4=C(c2ccccc2)C3)cc1	?	·
Nc1ncc(-c2ccccc2)n1CC1CCCO1 (stereo not given)	16.8%	-12.2
CCC(Oc1ccccc1)C(=O)N(CC)CC(=O)NCc1ccc(F)cc1 (stereo not given)	?	·
O=c1c2cc(N3CCOCC3)ccc2[nH]c(=S)n1Cc1ccccn1	?	·
Cc1cccc(C)c1NC(=O)COC(=O)CNC(=O)C1CCCCC1	?	·
CCOc1ccc(C(=O)O[C@H]2[C@H](Cc3ccccc3)NS(=O)(=O)[C@H]3C[C@@H]4C=C[C@]23O4)cc1	-3.9%	-11.4
Cn1cc[n+](C)c1COc1ccc(C=O)cc1	16.7%	16.1
Clc1ccc(-c2noc(CSc3nnc(-c4ccncc4)n3-c3ccccc3)n2)cc1	?	·
CCN(CC)CCC(c1cc(OC)c(OC)c(OC)c1)c1c(OC)cc(OC)c2ccc(=O)oc12 (stereo not given)	-1.6%	11.6
CC(=O)Nc1cccc(-c2nc3ccccc3o2)c1	i	·
Cc1ccc(C(=O)CNc2ccccc2C)cc1	?	·
Cc1ccccc1C(=O)NC(=S)NCC(=O)c1ccccc1	-12.2%	-11.4
O=C(O)c1ccc2c(c1)C(=O)/C(=C/c1ccccc1)C2=O	?	·
CC(=O)CSc1nc2c(c(=O)[nH]c(=O)n2C)n1Cc1cccc(Br)c1	?	·

Some of the entries above in a different format:
> CCN(c1ccccc1)S(=O)(=O)c1ccc(OC)c(NC(=O)Cc2ccc(F)cc2)c1
  S3 lipid droplet = ?
  S3 lipid droplet cell count max = ·

> COc1ccc(Br)cc1S(=O)(=O)NCc1ccccc1
  S3 lipid droplet = -1.2%
  S3 lipid droplet cell count max = -2.6

Next part:
SMILES	S3 lipid droplet	S3 lipid droplet cell count max
CCOc1ncccc1C(=O)OCC(=O)N(CC)c1ccccc1	4.5%	9.3
CCOc1ccc(NC(=O)CCn2cccc2)cc1	10.1%	-1.3
Cc1oc(-c2ccccc2)nc1CC(=O)O	?	·
Cc1c(O)ccc2c(CC(=O)N[C@@H](Cc3c[nH]c4ccccc34)C(=O)O)cc(=O)oc12	?	·
CCOC(=O)c1ccc(-n2c(C)nc3c(cnn3-c3ccccc3Cl)c2=O)cc1	?	·
CC(=O)Nc1nonc1NC(=O)CSC1=NCCS1	?	·
Cc1oc(-c2ccccc2Cl)nc1CN1CCCCC1c1cccnc1 (stereo not given)	10.2%	5.0
Cc1ccc(C)c(N2CCN(S(=O)(=O)c3ccc4c(c3)NC(=O)CO4)CC2)c1	16.9%	-7.7
COc1ccc2cc(C(=O)C3CCCN(C(=O)/C=C/c4ccccn4)C3)ccc2c1 (stereo not given)	-1.2%	21.6
CCOCCCNc1ccc(-c2ccccc2)nn1	?	·
Cc1cccc(NC(=O)CSc2ncnc3sc(C)c(C)c23)n1	?	·
O=C(CNCc1ccc(F)cc1)Nc1ccccc1[N+](=O)[O-]	?	·
Cc1ccc(S(=O)(=O)N2CCN(CCOc3c(Cl)cccc3Cl)CC2)cc1C	-2.3%	-19.9
COc1ccc(-n2c(SCC(=O)Nc3cc(C)on3)nc3c(c2=O)SCC3)cc1	-1.3%	4.4
COc1ccc(NC(=O)CN(C)C(=O)c2ccccc2OC)cc1	13.9%	8.4
COc1ccc2c(c1OC)C(=O)OC2c1c(O)nc(SC)n(-c2ccccc2)c1=O (stereo not given)	i	·
Cc1ccc(NC(=O)CSc2nnc(C)n2CC2CCCO2)cc1 (stereo not given)	?	·
O=C(NN=C1CCCCCCC1)c1ccccn1	24.4%	-1.6
Cc1[nH]c2ccc(OC(F)(F)F)cc2c1CCN1C(=O)c2ccc(C(=O)O)cc2C1=O	10.7%	3.9
CCOC(=O)c1ccc2c(c1)C1C=CCC1C(C(=O)OCC)N2 (stereo not given)	?	·
COCCn1c(-c2ccc(OC)c(OC)c2)nc2ccccc21	?	·

Bioassay records as filed in PubChem.

Some of the compounds tested; the hit share may differ from the screen's.
